ERb coact inh = blocks coactivator binding to human estrogen receptor beta; AID 633; Q92731; TR-FRET ER-beta LBD / SRC1-Cy5 peptide binding; receptor agonist-loaded with 1 µM estradiol; hit rate 1.3% among 86,000; inhibition, % at 25.6 µM;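 active means compounds whose percent inhibition of the receptor-coactivator binding signal exceeds about 50% in the single-dose screen, limit read from the data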;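 further: 0% = receptor plus peptide wells without compound and 100% = peptide-only wells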
ERa SRC1 pot = enhances coactivator binding to human estrogen receptor alpha | P03372 | TR-FRET ERalpha-LBD/SRC-Cy5 coactivator binding, 2 h; 100 = basal binding, no effect | coactivator binding (% of control), % at 25.6 µM | hit rate 1.3% among 86,000; in the data active means activity above about 200%;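 further: binding measured in presence of low estradiol as agonist stimulus; 0% = peptide alone without receptor and 100% = receptor with peptide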
Target sequence (P03372 whole entry, looked up, the tested form may be a part): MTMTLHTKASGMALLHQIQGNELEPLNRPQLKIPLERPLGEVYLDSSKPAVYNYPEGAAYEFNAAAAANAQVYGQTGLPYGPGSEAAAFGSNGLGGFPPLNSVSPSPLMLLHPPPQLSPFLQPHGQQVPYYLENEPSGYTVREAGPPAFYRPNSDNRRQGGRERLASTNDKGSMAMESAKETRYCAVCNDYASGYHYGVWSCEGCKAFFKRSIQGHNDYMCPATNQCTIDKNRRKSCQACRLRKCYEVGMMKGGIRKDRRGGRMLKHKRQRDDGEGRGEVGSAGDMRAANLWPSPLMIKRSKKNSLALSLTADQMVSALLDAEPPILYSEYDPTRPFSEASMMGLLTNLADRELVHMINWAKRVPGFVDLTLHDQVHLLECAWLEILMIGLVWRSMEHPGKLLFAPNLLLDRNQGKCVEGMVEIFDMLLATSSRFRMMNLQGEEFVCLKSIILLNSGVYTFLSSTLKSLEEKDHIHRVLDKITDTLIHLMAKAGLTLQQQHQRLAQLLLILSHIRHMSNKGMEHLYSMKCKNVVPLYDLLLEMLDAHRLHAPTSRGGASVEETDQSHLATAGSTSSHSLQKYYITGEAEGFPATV
Rev-RRE block = inhibitors of HIV-1 Rev-RRE RNA interaction. P05866. Rev peptide-RRE RNA binding, FRET. inhibition, % at 8 µM. hit rate 0.79% among 97,000. AID 704;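 active means inhibition above the screen-wide mean plus 3 SD, cut at about 35% in these data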;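 further: 0% = median DMSO wells and 100% = median Neomycin B control wells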
Target sequence (P05866 whole entry, looked up): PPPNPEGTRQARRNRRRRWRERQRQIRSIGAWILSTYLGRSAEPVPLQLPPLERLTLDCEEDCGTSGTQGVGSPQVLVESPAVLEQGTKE
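Test system – labelled RRE RNA duplex and labelled Rev peptide · Signal – fluorescein-to-Cy5 FRET, 480 nm excitation · Evaluation – % inhibition of FRET ratio versus controls · Benchmarks – DMSO low control, neomycin B high control · Incubation – 5 min RNA-compound premix plus 15 min binding step, 25 °C · Medium – HEPES pH 7.5 salt buffer with EDTA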
CD11b adhes inh = inhibitors of human CD11b/CD18 binding to fibrinogen; inhibition, % at 10 µM; hit rate 0.54% among 93,000; K562 CD11b/CD18 adhesion to fibrinogen, ATPlite luminescence; Mn2+ added to activate the integrin; AID 1497;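 active means primary inhibition of 50% or more at 10 µM, then 40% or more on retest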; further: some results filed as inactive read as strong as hits
Mac1 fbg enh = increases human CD11b/CD18 adhesion to fibrinogen | P05107+P11215 | K562 CD11b/CD18 adhesion to fibrinogen, ATPlite luminescence | activation, % at 10 µM | hit rate 0.07% among 93,000 | AID 1499;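 active means 10 µM primary screen giving 50% or more activity, confirmed by 40% or more on retest at that dose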; further: strong numbers were not always called active
PLK1 kinase inh = blocks human PLK1 kinase activity; P53350; recombinant PLK1 kinase, TR-FRET peptide phosphorylation; inhibition, % at 10 µM; hit rate 0.53% among 97,000; AID 619;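 active means inhibition of 50% or more in the single-concentration screen; inactive means inhibition below 50%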;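 further: 0% = DMSO max control and 100% = H-89 dihydrochloride min control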
FAK inh = FAK (human) kinase inhibition | Q05397 | biochemical FAK kinase activity assay | inhibition, %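 (tested at 7 µM)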 | hit rate 0.84% among 97,000 | AID 727; in the data active means inhibition above about 19%;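 further: 0% = DMSO and 100% = reference compound high control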
ERa SRC1 inh = ER-alpha (human) coactivator binding inhibition; P03372; TR-FRET ER-alpha LBD / SRC-1 peptide, estradiol-bound; inhibition, % at 25.6 µM; hit rate 1.7% among 86,000; AID 629; in the data active means inhibition above about 50%;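 further: 0% = receptor plus peptide control and 100% = peptide only without receptor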
Plk1 PBD FP = blocks phosphopeptide binding to human Plk1 polo box domain. inhibition, %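 (tested at about 20 µM)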. Plk1 PBD phosphopeptide binding, fluorescence polarization. hit rate 0.13% among 97,000. P53350; in the data active means inhibition above about 34%, passing the limit was not always enough
Numbers without * were called inactive; . = not tested or not shown; [ ] = another dose, or the depositor's remark.

SMILES	ERb coact inh	ERa SRC1 pot	Rev-RRE block	CD11b adhes inh	Mac1 fbg enh	PLK1 kinase inh	FAK inh	ERa SRC1 inh	Plk1 PBD FP
CCC1S/C(=C(\C#N)C(N)=O)N(c2ccc(F)cc2)C1=O (stereo not drawn)	-5	133	4	1	-3	-7	-2	-3	-1
Cc1ccc(NC2=NCC(=O)N2CCc2ccccc2)cc1C	-4	110	3	-2	-3	-4	-2	0	7
COC(=O)c1cc(=O)nc2sccn12	-6	93	11	-14	-4	-5	0	-1	14
CCOC(=O)c1c(/N=C/N(C)C)sc(C(=O)OC)c1C	-2	93	0	0	0	-3	-1	-5	15
CCOC(=O)C1=C(C)N[C@@]2(O)c3ccccc3C(=O)[C@@]12O	-7	101	1	-4	-3	-8	-1	-6	32
CCOc1ccc(C(=O)OCCN(C)C)cc1	2	116	4	10	-2	-4	1	-4	9
CCOC(=O)C1CCCN(C(=O)C2CCC(CNS(=O)(=O)c3ccc(NC(C)=O)cc3)CC2)C1 (stereo not drawn)	-4	122[fluorescence artefact?]	-2	.	.	-7	0	-2	28
[N-]=[N+]=CC(=O)c1ccnc(C(=O)C=[N+]=[N-])c1	6[fluorescence artefact?]	109	6	-13	0	-8	-1	4[fluorescence artefact?]	-14
Cc1cccc(C)c1NC(=O)C1CCCN(CCCc2ccccc2)C1 (stereo not drawn)	5	116	6	11	-1	-12	1	-5	-2
Cc1cc(C)cc(NC(=O)Cn2ncn3c(cc4ccccc43)c2=O)c1	-10[fluorescence artefact?]	132	13	-9	62	-1	2	7[fluorescence artefact?]	20
COc1ccc(C)cc1NC(=O)CN(c1ccc(F)cc1)S(C)(=O)=O	1	109	4	0	-2	-3	-6	-4	-16
CC(C)CCNC(=O)COc1ccc2c3c(c(=O)oc2c1)CCC3	29	352*	7	-2	-3	-3	7	48[fluorescence artefact?]	3
O=C(NCc1ccncc1)c1cnccn1	-5	116	5	-18	2	-20	8	-6	2
CCOc1ccc(CNc2ccc3c(c2)ncn3C)cc1	12	86	-1	1	6	-10	1	-5	-26
CCOC(=O)N1CCN(C(=O)CC(=O)Nc2ccc3nc4n(c(=O)c3c2)CCCCC4)CC1	2	85	.	28	0	.	.	10	.
CC(=O)c1c(Nc2ccc3c(c2)OCCO3)oc(C)cc1=O	3[fluorescence artefact?]	93	6	-1	5	-13	-3	-13	-28
O=C(CSc1nnnn1C1CCCCC1)NCc1ccccc1	-9	89	7	-24	2	-7	4	-4	15
CN(C)/C=c1\sc2c(C#N)cc(C(=O)c3ccc(Br)cc3)n2c1=O	2[fluorescence artefact?]	139	.	-41	5	.	.	8	.
CCCC(=O)Nc1ccc(S(=O)(=O)N2CCCC2)cc1	-1	104[fluorescence artefact?]	-2	10	-4	-4	2	-2	5
COc1ccccc1N(C(=O)c1snc(C(N)=O)c1N)C(C(=O)NC1CCCC1)c1ccco1 (stereo not drawn)	-7	81	-2	0	2	-6	7	1	16
CC([NH2+][O-])C(C)(C)NO (stereo not drawn)	2	110	-1	3	-4	-12	-1	-8	-6
O=C(NCC1CCCO1)C1C2C=CC3(CN(Cc4cccs4)C(=O)C13)O2 (stereo not drawn)	-5	122	4	-8	3	-10	-3	-2	1
CCOC(=O)c1oc2ccc(CNC(C)(C)C)c(Cl)c2c1C	1[fluorescence artefact?]	87	7	.	.	-12	2	1[fluorescence artefact?]	-12
COC(=O)c1cccc(CSc2nnc(C)s2)c1	-9	117	0	-8	0	-7	-2	-2	-6
CC(=O)c1cn(CC(=O)NCc2ccco2)c2ccccc12	-16	102	5	.	.	-1	-5	-10	-23

The listing continues.
SMILES	ERb coact inh	ERa SRC1 pot	Rev-RRE block	CD11b adhes inh	Mac1 fbg enh	PLK1 kinase inh	FAK inh	ERa SRC1 inh	Plk1 PBD FP
O=C(O)c1cc(-c2ccncc2)nc2ccc(F)cc12	-11	126[fluorescence artefact?]	1	-15	-3	1	-3	-8	-5
Cc1nc2ccccc2nc1CSc1nncs1	4	115	9	.	.	-8	5	6	-12
CCCCn1nnc(NC(=O)c2ccc(-c3ccccc3)cc2)n1	-7	137	5	-48	4	-6	3	-11	-16
O=C(Nc1nc(-c2ccccc2)cs1)c1cccc([N+](=O)[O-])c1	.	.	9	0	-1	-7	0	.	0
CCOc1ccc(S(=O)(=O)Nc2cccnc2)cc1	7	96	.	-10	-2	.	.	7	.
Cc1ccc(C)c(NC(=S)NNC(=O)c2csc3c2CCCC3)c1	.	.	3	-2	0	-8	-1	.	-3
CC(=O)Nc1nc2c(c3c1c(=O)oc1ccccc13)CCCCC2	-12	114	7	3	-2	-3	0	-1	5
Cc1ccc(-c2nnn(CC(=O)N(Cc3ccco3)C(C(=O)NC(C)(C)C)c3cccs3)n2)o1 (stereo not drawn)	1	124	2	.	.	-5	-2	9	-13
CCOc1c2ccc(C(=O)N[C@H](C)C3CCCCC3)cc2nn1CCOC	.	.	2	-10	-3	-13	-3	.	-33
CN1CCN(Cc2ccc(OCc3ccccc3)cc2)CC1	-1	126	-1	2	-1	1	4	4	-4
N#CCCn1cc(C(CC(=O)c2ccc(Br)cc2)C(=O)O)c2ccccc21 (stereo not drawn)	-11	142	4	-9	-1	56*	-15	-11	-10
CCN(CC(=O)NC(=O)NC1CCCCC1)Cc1nc2ccccc2c(=O)[nH]1	-4	98	10	-1	-2	-12	-1	-1	0
CC(C)(C)c1ccc(C(=O)NNC(=O)c2ccccc2Br)cc1	.	.	5	-6	2	-2	8	.	6
CCN1CCN(C(=S)c2ccc(OCC(=O)Nc3ccc(OC)cc3)cc2)CC1	.	.	-6	.	.	-7	-5	.	-37
COc1ccc(OC)c(NC(=O)CSCc2cnn(-c3ccccc3)c2-n2cccc2)c1	3[fluorescence artefact?]	101	4	.	.	-6	10	6	-3
O=C(Nc1ccccc1C(=O)N1CCCC1)c1ccccc1	-7	106	8	.	.	-13	0	-15	7
CNC(=O)c1ccc(OC2CSC2)cc1	-3	111	4	-5	1	-3	-2	-6	14
Cc1noc(NS(=O)(=O)c2ccc(NC(=O)CSc3nc4c(cc3C#N)CCCCC4)cc2)c1C	-4	96	-4	-13	0	-15	-6	-8	17
CCOC(=O)Cc1nnc(NC(=O)COc2ccc(F)cc2)s1	.	.	2	-2	-6	-5	-1	.	-20
CC1(C)CC(=O)C=C(NNC(=O)C2CCCCC2)C1	-13	96	4	.	.	-13	0	-21	-4
CCOc1cnn(-c2cc(Oc3ccc(C)cc3)ncn2)c(=O)c1Cl	.	.	1	-47	-1	-17	1	.	16
CN1CCN(c2nc(N3CCN(CCO)CC3)nc3ccccc23)CC1	-8	114	2	10	0	-7	-1	-3	18
CCn1c(SCC(=O)c2cc(C)n(-c3ccc(C(=O)OC)cc3)c2C)nnc1-c1cccnc1	-7	124	0	20	2	-9	-5	-15	14
CCC(C(=O)Nc1nccs1)(C(F)(F)F)C(F)(F)F	2[fluorescence artefact?]	116	11	-3	1	-3	-6	3[fluorescence artefact?]	-5
O=C(c1ccc(Br)s1)N1CCN(C/C=C/c2ccccc2)CC1	8	101[fluorescence artefact?]	9	43	-2	-4	1	0	1

In a second layout: six of the compounds above
Values in the order – ERb coact inh, ERa SRC1 pot, Rev-RRE block, CD11b adhes inh, Mac1 fbg enh, PLK1 kinase inh, FAK inh, ERa SRC1 inh, Plk1 PBD FP
- Cc1nc2ccccc2nc1CSc1nncs1
  4, 115, 9, ., ., -8, 5, 6, -12
- Cc1ccc(NC2=NCC(=O)N2CCc2ccccc2)cc1C
  -4, 110, 3, -2, -3, -4, -2, 0, 7
- CCOC(=O)C1=C(C)N[C@@]2(O)c3ccccc3C(=O)[C@@]12O
  -7, 101, 1, -4, -3, -8, -1, -6, 32
- CN(C)/C=c1\sc2c(C#N)cc(C(=O)c3ccc(Br)cc3)n2c1=O
  2[fluorescence artefact?], 139, ., -41, 5, ., ., 8, .
- O=C(O)c1cc(-c2ccncc2)nc2ccc(F)cc12
  -11, 126[fluorescence artefact?], 1, -15, -3, 1, -3, -8, -5
- CCOC(=O)c1c(/N=C/N(C)C)sc(C(=O)OC)c1C
  -2, 93, 0, 0, 0, -3, -1, -5, 15

(more compounds)
SMILES	ERb coact inh	ERa SRC1 pot	Rev-RRE block	CD11b adhes inh	Mac1 fbg enh	PLK1 kinase inh	FAK inh	ERa SRC1 inh	Plk1 PBD FP
CCc1ccc2c(Cl)c(C(=O)N/N=C/c3c[nH]c4ccccc34)sc2c1	.	.	8	1	-2	-10	-1	.	-34
COc1cc(C(=O)Oc2ccccc2N)cc(OC)c1OC	13	116	.	3	1	.	.	5	.
CCCCOC(=O)Sc1nc2ccccc2o1	29[fluorescence artefact?]	62	6	14	-8	-18	2	42[fluorescence artefact?]	-9
COCC(C)n1c(C)cc(C(=O)COC(=O)c2c(C)nn(-c3ccccc3)c2C)c1C (stereo not drawn)	0	116	2	-4	1	-10	-2	-6	3
Cc1nn(C)c(C)c1S(=O)(=O)N1CCCC(C(=O)N2CCN(c3ccccc3)CC2)C1 (stereo not drawn)	-4	110	2	4	4	-14	-3	-9	-7
COc1ccccc1OCCCCN1CCN(c2ccccc2OC)CC1	6	81	-4	-5	-1	-4	2	4[fluorescence artefact?]	-1
O=C(Nc1c(Cl)cc(Cl)cc1-c1nc2ccccc2s1)c1ccc(Br)o1	15	123	11	2	1	-15	0	8[fluorescence artefact?]	39
COc1cc(NS(=O)(=O)c2ccccc2)ccc1-n1nc(C)cc1C	-3	136	3	.	.	-11	4	-11	16
O=C(c1ccccc1)c1ccc(OCC(O)CN2CCN(S(=O)(=O)N3CCCCC3)CC2)cc1 (stereo not drawn)	-8	93[fluorescence artefact?]	10	14	-2	-7	-1	-2	13
CN(Cc1ccccc1)c1nc2c(c(=O)[nH]c(=O)n2C)n1Cc1ccccc1Cl	.	.	5	-19	4	-3	4	.	7
CCN1CCN(Cc2ccc(NC(=O)Nc3ccc(OC)cc3)cc2)CC1	-9	136	.	-9	2	.	.	-6	.
COCCCN1C(=O)C(O)=C(C(=O)c2ccc(C)o2)C1c1cccc(Br)c1 (stereo not drawn)	.	.	4	4	8	-18	4	.	-13
COc1cccc(C(=O)Nc2ccc(NC(=O)c3ccco3)cn2)c1	-17	115	4	15	2	-4	-10	-3	-14
COc1ccc(NC(=O)Nc2cc(C)ccc2OC)cc1	-3	129	-2	-40	-1	-1	1	-9	4
Cc1ccc(C(=O)NC2CCCCC2)cc1	1	114	11	.	.	-12	8	2	8
O=C(Nc1ccccc1Cl)c1ccc(S(=O)(=O)N2CCOCC2)cc1	-5[fluorescence artefact?]	103[fluorescence artefact?]	1	.	.	68*	-2	-8	-7
O=C1NC(=O)/C(=C\c2ccc(Sc3ccc(Cl)cc3)o2)N1	17	65[fluorescence artefact?]	9	-4	-1	-8	-1	30	15
O=C(NC1CCCCC1)N1CCc2[nH]c3ccccc3c2C1	-5	107	14	21	-1	-11	-1	0	0
CCc1cc2c(=O)[nH]c(N3CCOCC3)nc2s1	7	97	3	.	.	-9	2	-15	-32
O=c1[nH]c2cc3c(cc2cc1C(c1nnnn1CC1CCCO1)N1CCCCCC1)OCO3 (stereo not drawn)	4	97	15	.	.	-9	0	-1	9
CCCCn1nnc(NC(=O)c2ccco2)n1	-4	118	6	-56	3	-2	-4	-1	-12
Cc1ccc(S(=O)(=O)C2CCOC2=O)cc1 (stereo not drawn)	-3	64	11	-36	-1	8	-1	1	-19
O=C(N/N=C/c1cccc([N+](=O)[O-])c1)c1ccc2nc[nH]c2c1	0	103	-1	-69	1	-8	0	0	-21

Rows were taken by chance; about 4.7% have a hit in one of these screens.
